miR-122 sensor – inhibitors of miR-122 in Huh7 cells | Huh7 miR-122 Renilla luciferase sensor, 48 h; neutral wells = 0, positive control = 100 | activation (reporter increase), % at 12.5 µM | 0.3% of 340,000 active | AID 602342;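 active = mean replicate activation score at least 90 and every replicate individually at or above 90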;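 also: higher luciferase means less miR-122 activity so hits act as miR-122 inhibitors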
EWS-Fli inh – inhibitors of EWS/Fli oncoprotein transcriptional activity | A673 NR0B1-luciferase reporter, viability-normalised | 0.67% of 350,000 active | inhibition, % at 12.6 µM;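 active = mean inhibition of at least 50% after viability correction, with every replicate also passing that limit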;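 also: firefly luciferase signal divided by Alamar Blue viability fluorescence both relative to DMSO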
Cneo AK release – Cryptococcus neoformans lysis via adenylate kinase release; lysis activity, % at 15 µM; 0.2% of 360,000 active; C. neoformans lysis, adenylate kinase release luminescence, 4 h; normalised: neutral wells 0, clomiphene wells 100; AID 651654;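 active = mean lysis activity across replicates of at least 80%, whatever share of replicates individually reach that level; inactive = mean lysis activity below 80%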
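Assay system: C. neoformans cells. Amount: yeast cell density of 5 × 10^6 cells/mL. Technique: AK luminescence. Buffer or medium: YPD. Times: static 4 h at 37 °C with compound, 1 h detection. Dosing: single-point compound dose. Read-out: lysis from increased AK signal.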
PGC1a acetyl inh – PGC1a acetylation modulation, inhibitor mode; inhibition, % at 15.6 µM; U2OS PGC1a acetylation, AlphaScreen anti-acetyl-lysine; with virally co-expressed GCN5 acetyltransferase; 0.17% of 350,000 active;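 active = every replicate shows inhibition of at least 40%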;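 also: 0% = neutral control wells and 100% = positive control wells; some results beyond the cut were filed as inactive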
PAX8 inh HTS – lowers PAX8-driven luciferase in RMG-I cells. inhibition, % at 12.6 µM. 1.2% of 360,000 active. AID 652154. RMG-I TPO-luciferase reporter, SteadyGlo, 24 h;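 active = mean replicate inhibition at least 60% with every replicate also reaching 60%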;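 also: luciferase light reporting Pax8 driven TPO promoter activity; plate controls were median of neutral control wells for no effect and mitoxantrone controls for full effect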
Casp6 inh – blocks human caspase-6 cleavage activity; inhibition, % at 12.5 µM; 0.53% of 350,000 active; AID 686996; purified caspase-6, Z-VEID-R110 cleavage fluorescence; P55212;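 active = mean inhibition across replicates at least about 35%, with every replicate also reaching that limit, limit read from the data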;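 also: 0% = median of neutral control wells and 100% = no fluorescence left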
Target sequence (P55212 24-179 limits assumed): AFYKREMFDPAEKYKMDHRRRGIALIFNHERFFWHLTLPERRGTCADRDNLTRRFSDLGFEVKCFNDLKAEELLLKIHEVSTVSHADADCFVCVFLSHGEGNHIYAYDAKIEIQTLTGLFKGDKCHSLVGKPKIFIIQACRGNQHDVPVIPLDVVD
Target sequence (P55212 194-293 limits assumed): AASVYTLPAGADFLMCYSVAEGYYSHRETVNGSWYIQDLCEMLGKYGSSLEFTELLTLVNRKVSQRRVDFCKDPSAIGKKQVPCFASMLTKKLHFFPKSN
FN deposition inh – fibronectin deposition inhibition; AH1F fibroblasts, Alexa488-fibronectin deposition fluorescence, overnight; inhibition, % at 12.6 µM; 0.086% of 350,000 active; AID 743247;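 active = mean inhibition across replicates of 30% or more, regardless of how many single replicates reach that level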;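 also: positive control wells lacked labelled fibronectin entirely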
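Assay system: AH1F fibroblasts assembling fluorescent fibronectin matrix; Amount: 10000 AH1F cells per well; Buffer or medium: DMEM, 2% serum; Probe or stimulus: Alexa488-fibronectin, 24 nM final in well; Doses: single compound dose, delivered by pin transfer; Incubation: 1 h adhesion, overnight exposure; Measured by: fluorescence 485/525 nm; Read-out: fibronectin deposition inhibition.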
LGR2 inh – inhibitors of bursicon-induced Drosophila LGR2 receptor cAMP signaling; HEK293 LGR2, CRE-luciferase, bursicon-stimulated, 4 h; inhibition, % at 9.99 µM; 0.35% of 380,000 active;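 active = drop in luminescence signal, shown as inhibition above about 50% in the replicate tests, limit read from the data, passing the limit was not always enough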;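 also: agonist challenge used bursicon conditioned medium at about half maximal strength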
* marks the source's active call; other numbers are inactive results; / = no result given; [ ] = remark or other dose.

SMILES	miR-122 sensor	EWS-Fli inh	Cneo AK release	PGC1a acetyl inh	PAX8 inh HTS	Casp6 inh	FN deposition inh	LGR2 inh
COc1cccc(N2CCN(C(=O)C3CCN(S(=O)(=O)c4ccc5c(c4)CC(C)N5C(C)=O)CC3)CC2)c1 (configuration not stated)	/	-7.2	14.8	-7.8	-6.9	-1.5	2.7	-10.7
O=C(COc1coc(CN2CCN(c3ccc(F)cc3)CC2)cc1=O)NC1CCCC1	-1.9	-1.8	-0.9	0.1	0.5	0.9	-0.1	-11.9
CC(C)Cc1nnc(NS(=O)(=O)c2ccccc2)s1	1.2	-0.4	0.3	-1.7	-21.4	2.2	-22.5	-6.9
CCCNC(=O)N1C[C@@H](C)[C@H](OC)CN(C)C(=O)c2cc(NS(=O)(=O)CC)ccc2OC[C@H]1C	0.6[16.7 µM]	-10.4	46.5	/	-16.1	-3.2	-6.6	-9.8
COc1ccc(CN(C(=O)c2cc3ccccc3oc2=O)C2CCCC2)cc1	16.1	/	-0.2	-15.9	-3.7	/	-6.5	/
Cc1ccc2nc(-c3ccccc3)c(Cc3ccsc3)n2c1	/	-64.4	/	/	-126.6	-6.3	3.2	-51.9
CCOC(=O)N1CCN(C(=O)c2ccc(Cl)c(NC(=O)c3cccs3)c2)CC1	/	-4.8	-1.0	/	17.2	3.2	0.3	-4.2
CCOc1ccc2c(C)c(C(=O)O)oc2c1OCC	-5.7	/	-0.1	5.4	-14.3	/	-5.4	/
CCCCCOP(=O)(c1ccccc1)c1ccccc1	6.6	8.7	4.8	-8.4	95.2*	-1.8	-3.8	27.0
COc1ccc(S(=O)(=O)N2c3cc(C)ccc3OCC2C(C)(C)C)cc1 (configuration not stated)	151.4*	/	-1.2	-35.9	36.7	/	-1.8	/
CCOC(=O)c1nc(C)nc(Sc2n[nH]c(-c3ccc(C(C)(C)C)cc3)n2)c1C	-7.0	-23.8	1.0	-3.0	24.5	-1.1	-6.7	2.7
O=C(COc1ccccc1)N1CCc2ccccc21	/	-54.3	/	/	-90.6	4.1	/	-53.3
O=C1c2ccccc2C(=O)N1c1ncc(Cc2ccc(Cl)cc2)s1	/	14.1	/	/	3.3	4.3	-0.5	12.6
CCCNC(=O)C1(C)CCN(C(=O)c2ccc3snnc3c2)C1 (configuration not stated)	-2.2	-5.7	-0.6	1.7	3.2	-1.5	3.2	-2.7
CN(C)S(=O)(=O)c1ccc(Cl)c(NC(=O)CN2CCc3ccccc3C2)c1	0.5	11.5	/	-7.2	-13.5	2.3	-0.8	0.6
COc1ccccc1NC(=O)N1CC(=O)N2[C@H](CO)[C@@H](c3ccc(C#Cc4ccccc4)cc3)[C@@H]2C1	/	-0.8	/	-7.4	1.8	-1.2	/	19.7
CC(C)c1cccc(NC(=O)C[C@H]2CC[C@H]3[C@@H](COc4ccc(NS(=O)(=O)c5ccccc5Cl)cc4C(=O)N3C)O2)c1	-18.3[16.7 µM]	2.3	0.4	-4.1	17.2	2.4	6.2	-0.3
CC1(Oc2ccc3ccccc3c2)CCN(Cc2ccc(OC(F)(F)F)cc2)C1 (configuration not stated)	-0.2	-6.8	-1.9	/	10.5	-1.4	-0.1	-15.1
CC(C)CNC(=O)C1(C)CCCN1Cc1ccccc1OC(F)F (configuration not stated)	/	12.3	-2.6	/	12.3	-1.7	-6.6	4.0
C[C@@H]1CN([C@@H](C)CO)C(=O)c2cccc(NC(=O)Nc3ccccc3)c2O[C@H]1CN(C)CC1CCCCC1	29.4[16.7 µM]	10.1	-5.0	/	-8.8	0.5	/	6.6
OC[C@@H]1CC[C@@H]2O[C@H](CCc3ccc(C#CCc4ccccc4)cc3)[C@H](n3cc(-c4ccccc4)nn3)C[C@@H]2O1	/	0.9	/	-10.4	62.2*	-1.4	/	/
CN(C)CCN(C(=O)c1ccc(S(=O)(=O)N(C)CC2CCCO2)cc1)c1nc2cc3c(cc2s1)OCO3 (configuration not stated)	10.4	-17.7	0.3	2.2	-19.8	-26.1	-1.9	-2.8
CNc1cncc(-c2cc(C)c(O)c(C)c2)n1	24.2	52.3*	1.2	-0.1	-15.2	1.6	0.4	-21.6
O=C(/C=C/c1cccs1)c1ccc([N+](=O)[O-])cc1	-6.7	0.0	/	/	-11.8	0.3	-10.6	-16.7
Cc1cc(NN=Cc2ccccn2)nc2c(C)cccc12	/	-4.0	/	/	-12.9	-1.9	3.1	-14.7

Another view of part of the listing above:
mol: CCCCCOP(=O)(c1ccccc1)c1ccccc1
  miR-122 sensor = 6.6
  EWS-Fli inh = 8.7
  Cneo AK release = 4.8
  PGC1a acetyl inh = -8.4
  PAX8 inh HTS = 95.2*
  Casp6 inh = -1.8
  FN deposition inh = -3.8
  LGR2 inh = 27.0

mol: O=C1c2ccccc2C(=O)N1c1ncc(Cc2ccc(Cl)cc2)s1
  miR-122 sensor = /
  EWS-Fli inh = 14.1
  Cneo AK release = /
  PGC1a acetyl inh = /
  PAX8 inh HTS = 3.3
  Casp6 inh = 4.3
  FN deposition inh = -0.5
  LGR2 inh = 12.6

Additional structures follow.
SMILES	miR-122 sensor	EWS-Fli inh	Cneo AK release	PGC1a acetyl inh	PAX8 inh HTS	Casp6 inh	FN deposition inh	LGR2 inh
NC(=S)NN=C1C=CCCC1	/	-8.0	/	/	0.7	5.3	-3.6	-25.6
CC(C)NC(=O)N(C)C[C@H]1Oc2ccc(NC(=O)C3CCCCC3)cc2CC(=O)N([C@@H](C)CO)C[C@@H]1C	1.6[16.7 µM]	-3.6	4.1	/	1.9	-1.1	/	4.3
C[C@@H]1CN([C@@H](C)CO)C(=O)c2cc(NS(=O)(=O)c3cn(C)cn3)ccc2O[C@H]1CN(C)C(=O)Nc1ccc2c(c1)OCO2	4.4[16.7 µM]	-48.7	-3.0	-0.8	/	2.0	/	4.0
COc1ccc(S(=O)(=O)Nc2ccc3c(c2)C(=O)N([C@H](C)CO)C[C@H](C)[C@H](CN(C)C(=O)Nc2ccc4c(c2)OCO4)O3)cc1	-3.6[16.7 µM]	-1.2	/	-3.5	/	/	-2.7	-4.7
COCCNc1nc(NCc2ccc(C)cc2C)c2sccc2n1	-4.4	16.9	-1.2	/	7.0	4.7	0.1	15.0
COc1ccccc1NC(=O)C1CCCN1C(=O)Nc1ccc(F)cc1 (configuration not stated)	-2.6	-0.6	-1.3	-1.3	-1.4	-3.3	-4.4	3.7
COc1ccc(-c2cc3nc(C)cc(N4CCN(C(=O)c5cccnc5)CC4)n3n2)cc1	-2.3	-14.1	1.0	1.3	-8.7	0.0	3.5	1.3
Cc1ccc(-c2cc(C(=O)NCC3CCCO3)no2)cc1 (configuration not stated)	-9.3	/	0.1	-2.5	/	/	-5.7	/
Cc1noc(/C=C/NCc2cccnc2)c1S(=O)(=O)N(C)CC(=O)N1CCc2ccccc21	/	-10.5	2.9	/	25.2	-2.2	-2.1	-12.1
CC(Sc1nnc(-c2ccncc2)n1C)C(=O)NCC1CCCO1 (configuration not stated)	/	-4.7	-6.7	/	1.1	-0.7	-1.1	3.0
COc1cccc(-c2cnc3c(NC=O)cc(-c4ccccc4)cn23)c1	17.6	44.7	5.5	-21.9	32.5	0.9	8.9	-33.2
Cc1cccc(NS(=O)(=O)c2ccc(C(=O)N3CCCC3)cc2)c1C	-1.3	4.0	2.1	-14.3	9.4	2.3	2.6	4.9
COC(=O)C[C@@H]1C[C@@H]2c3cc(NC(=O)CC4CC4)ccc3O[C@@H]2[C@@H](CO)O1	3.2[16.7 µM]	4.8	0.1	4.0	10.7	1.3	-2.9	-0.8
Cc1cc(C)cc(N(CC(=O)NCc2ccco2)C(=O)c2snc(C(N)=O)c2N)c1	9.5	/	1.5	2.3	/	/	/	0.3
Cc1c(Cl)cnc(NC(=O)COC(=O)c2cccc(S(=O)(=O)N3c4ccccc4CC3C)c2)c1Cl (configuration not stated)	/	7.1	/	/	22.5	1.9	-1.7	13.5
CC1(C(=O)Nc2cccc3c2CCCC3)CCN1C(=O)C1(c2ccc(Cl)cc2)CC1 (configuration not stated)	4.5	-6.2	-8.5	-1.8	-3.8	-1.1	-0.3	/
CN1C[C@H]2[C@@H](c3ccccc31)[C@H](CO)N2C(=O)C1CCCC1	0.0[16.7 µM]	1.0	-0.9	-5.6	0.3	1.7	0.5	5.8
O=C(CC1CC1)N1CC2(C1)[C@H](c1ccccc1)[C@@H](CO)N2C(=O)C1CCOCC1	/	2.1	/	-5.6	/	-1.8	/	3.7
O=C(O)CCN1C(=O)/C(=C\c2ccc(OCc3ccccc3)c(OCc3ccccc3)c2)SC1=S	-6.8	/	1.6	-3.0	-16.7	13.3	/	-5.9
CCc1nnc(NC(=O)c2cccs2)s1	3.6	-44.3	1.5	3.9	-94.7	-0.8	1.1	-29.3
CCOC(=O)n1c(=O)n(Cc2ccc(OC)cc2)c2ccccc21	13.7	19.3	0.1	2.2	7.6	1.2	1.7	-11.7
COc1ccc(C(=O)N2CCCC2)cc1S(=O)(=O)N1CCOCC1	-1.8	/	-1.2	-13.1	/	/	-8.1	-4.3
NS(=O)(=O)c1ccc(NC(=O)c2ccc(OCC3CCCO3)cc2)cc1 (configuration not stated)	-0.2	7.1	-0.1	2.6	/	-5.9	0.3	-0.2
Cc1ccc(N2C(=O)c3oc4ccccc4c(=O)c3C2c2cccc(O)c2)nc1 (configuration not stated)	2.3	-13.7	-2.1	0.4	9.0	0.5	-18.5	6.0
CCOC(=O)c1c(C)oc2c1C(=O)c1ccccc1C2=O	/	-23.8	-4.3	/	-41.2	7.9	-6.0	6.8
N#C[C@@H]1[C@@H](c2ccccc2-c2ccccc2F)[C@@H](CO)N1C(=O)Cc1ccccc1	/	9.1	/	-4.2	/	-2.8	-2.4	1.5
COc1ccc(Cl)cc1NC(=O)CN(C)C(=O)CCCNC(=O)c1ccc(Cl)cc1	/	-25.9	-1.8	/	-2.2	-0.7	7.4	-5.8

One compound at a time, from the list above. Order of values: miR-122 sensor, EWS-Fli inh, Cneo AK release, PGC1a acetyl inh, PAX8 inh HTS, Casp6 inh, FN deposition inh, LGR2 inh
CC(C)c1cccc(NC(=O)C[C@H]2CC[C@H]3[C@@H](COc4ccc(NS(=O)(=O)c5ccccc5Cl)cc4C(=O)N3C)O2)c1 is listed as -18.3[16.7 µM], 2.3, 0.4, -4.1, 17.2, 2.4, 6.2, -0.3
COc1ccc(Cl)cc1NC(=O)CN(C)C(=O)CCCNC(=O)c1ccc(Cl)cc1 is listed as /, -25.9, -1.8, /, -2.2, -0.7, 7.4, -5.8
CN(C)S(=O)(=O)c1ccc(Cl)c(NC(=O)CN2CCc3ccccc3C2)c1 is listed as 0.5, 11.5, /, -7.2, -13.5, 2.3, -0.8, 0.6

Given in CSV form: 5 of the compounds above.
SMILES,miR-122 sensor,EWS-Fli inh,Cneo AK release,PGC1a acetyl inh,PAX8 inh HTS,Casp6 inh,FN deposition inh,LGR2 inh
COc1ccc(CN(C(=O)c2cc3ccccc3oc2=O)C2CCCC2)cc1,16.1,/,-0.2,-15.9,-3.7,/,-6.5,/
Cc1ccc2nc(-c3ccccc3)c(Cc3ccsc3)n2c1,/,-64.4,/,/,-126.6,-6.3,3.2,-51.9
CCOC(=O)N1CCN(C(=O)c2ccc(Cl)c(NC(=O)c3cccs3)c2)CC1,/,-4.8,-1.0,/,17.2,3.2,0.3,-4.2
CCOc1ccc2c(C)c(C(=O)O)oc2c1OCC,-5.7,/,-0.1,5.4,-14.3,/,-5.4,/
CCCCCOP(=O)(c1ccccc1)c1ccccc1,6.6,8.7,4.8,-8.4,95.2*,-1.8,-3.8,27.0

Screening data: PubChem BioAssay, Broad Institute
